Screening data deposited in PubChem BioAssay by Sanford-Burnham Center for Chemical Genomics.
H9c2 TAG inh: inhibitors of triacylglycerol accumulation, primary screen, cell-based, uHTS, fluorescence, H9c2. H9c2 cells, Nile Red lipid (TAG) fluorescence; cells loaded with 200 µM oleic acid. hit rate 0.66% among 230,000. AID 651582, 2012. inhibition, % at 12.5 µM;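 active = pattern-corrected inhibition of lipid staining of at least 50% with the nuclear-stain viability signal not falling by more than 50%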;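 also: 0% = DMSO wells and 100% = triacsin C control wells; some results filed as inactive read as strong as hits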
H9c2 TAG inh DAPI viability: also measured in H9c2 TAG inh; calls as there; DAPI nuclei signal change (viability), lower = more cytotoxic, %;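 whole-well DAPI fluorescence read on a plate reader as a viability signal; minus 50 percent equals half of cells still viable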
Starred values were filed as active, the others as inactive. A portion of the library (hit frequency here may not be typical).

Values run as follows: H9c2 TAG inh	H9c2 TAG inh DAPI viability
1. C[C@@H]1CN([C@H](C)CO)C(=O)c2cc(NC(=O)C3CCCCC3)ccc2O[C@@H]1CN(C)Cc1ccncc1
    17	169
2. Cc1c(CNCC(C)c2ccccc2)c(C(=O)O)c(C)n1Cc1ccccc1 (stereo not given)
    -12	2
3. CCCNC(=O)c1oc2ccc3c(c2c1C)C(=O)CC(C)(C)O3
    -45	16
4. CCOc1ccc(OCCC(=O)NNC(=O)c2cc(OC)c(OC)c(OC)c2)cc1
    -2	3
5. CCOC(=O)C(=CNc1ccc2c(c1)CCN2C(C)=O)C(=O)OCC
    -4	10
6. O=C(O)C1CCN(C(=O)OCc2ccccc2)CC1
    6	-3
7. CCc1nc(C)cn1S(=O)(=O)c1ccc(Cl)c(Cl)c1Cl
    -22	11
8. CN(C)/N=C/C=C1\CC/C(=C\c2ccc(F)c(F)c2)C1=O
    -1	8
9. CC1(C)OC2C(O1)[C@@H](CO)O[C@H]2n1cnc2c(N)ncnc21 (stereo not given in full)
    5	-2
10. CN(CC(=O)Nc1ccc(F)cc1)CC(=O)N1CCCCCC1
    9	-9
11. O=C(CN1CCN(C(=O)c2ccco2)CC1)Nc1cc(C(F)(F)F)ccc1Cl
    -9	4
12. CCOC(=O)C(C)Sc1nc(N2CCOCC2)c2c(c1C#N)CC(C)(C)OC2 (stereo not given)
    -5	-1
13. CCN(C(=O)COC(=O)c1c(-c2ccccc2)noc1C)c1c(N)n(Cc2ccccc2)c(=O)[nH]c1=O
    -5	-4
14. COc1ccc(CCNC(=O)c2cc(-c3cc(C)c(C)cc3O)n[nH]2)cc1OC
    -2	-2
15. OCCN=C1CCCc2c1[nH]c1ccc(Br)cc21
    1	-5
16. Cc1ccc(-c2nc(NCCCO)c3ccccc3n2)cc1
    8	14
17. CC(C)(C)C(=O)N1CCN(S(=O)(=O)c2ccc3c(c2)OCCCO3)CC1
    -12	-8
18. Oc1[nH]c2ccccc2c1N=Nc1ccccc1Cl
    4	-6
19. O=C(c1ccccc1)N1N=C(C(F)(F)F)CC1(O)c1ccccc1O (stereo not given)
    8	0
20. Nc1ccn([C@@H]2O[C@H](CNCc3cccc(OC4CCCC4)c3)[C@@H](O)[C@H]2O)c(=O)n1
    -2	-3
21. COC(=O)c1ccc(/C=C/C(=O)c2cccc(OC)c2)cc1
    0	-10
22. Cc1sc2ncnc(SCC(=O)Nc3ncccc3O)c2c1C
    5	2
23. Nc1ccc2c(c1)OCCOCCOCCOCCOCCO2
    -8	7
24. CCN(c1ccccc1)S(=O)(=O)c1cc2c3c(c1)CCN3C(=O)CC2
    -1	-2
25. O=C(O)C1CCN(C(=O)CSc2nnc(-c3ccccc3)o2)CC1
    -21	3
26. CC1(C)OC2C(CO)OC(n3cnc4c(=S)nc[nH]c43)C2O1 (stereo not given)
    15	-12
27. C/C(=N\NC(=S)Nc1ccc(C(C)C)cc1)c1ccc2c(c1)OCO2
    24	-15
28. Cc1nc2ccc(NC(=O)[C@@H](NC(=O)c3c(F)cccc3F)C(C)C)cc2s1
    -29	4
29. CC(=O)Nc1ccc(S(=O)(=O)N2CCN(CC(=O)N3CCOCC3)CC2)cc1
    -10	4
30. Cc1cccc(OCc2nc(C#N)c(NCCN(C)C)o2)c1
    13	10
31. Nc1cc(-c2nn[nH]n2)ccc1F
    9	-19
32. O=C(O)c1ccccc1SC1CC(=O)N(c2ccc3c(c2)OCO3)C1=O (stereo not given)
    4	-1
33. Cc1ccc(S(=O)(=O)N2C=CC(C(F)(F)F)=NCC2)cc1
    -6	5
34. O=C(O)c1cc(O)ccc1O
    7	14
35. Cc1ccc(NC(=O)CN(C)C(=O)c2cc(C)on2)cc1
    6	-6
36. COc1ccc(C(=O)NC(=S)Nc2ccc(S(=O)(=O)Nc3cc(C)on3)cc2)cc1OC
    4	-3
37. O=c1c2ccccc2c(/C=N/c2n[nH]c(CCCO)n2)c(O)n1-c1ccccc1Cl
    36	-27
38. CSc1ncccc1C(=O)N1CCCC(C(=O)c2ccc3ccccc3c2)C1 (stereo not given)
    -5	15
39. CCC(C)c1ccccc1NC(=O)C(C)Sc1n[nH]c(N)n1 (stereo not given)
    -8	1
40. CC(=O)C1=C(c2ccccc2)NC(=O)NC1c1cccs1 (stereo not given)
    5	3
41. CCn1c(SCC(=O)NC2CCS(=O)(=O)C2)nnc1-c1ccccc1 (stereo not given)
    -5	-1
42. CC(C)(C)c1ccc(OCC(O)CNC(=O)c2ccccc2C(=O)O)cc1 (stereo not given)
    -3	-9
43. COc1ccc2ccccc2c1C=NN1CCCCC1
    3	-3
44. COC(=O)C(C)(C)ONC(=O)Nc1ccc([N+](=O)[O-])cc1
    -17	0
45. CN(C)S(=O)(=O)c1ccc(C(=O)N2CCN(C(=O)C3CCCO3)CC2)cc1 (stereo not given)
    -10	0
46. CCOC(=O)CSc1nc2cc3c(cc2cc1CC)OCCO3
    25	-3
47. COc1ccc(NC(=O)COC(=O)c2ccc(C)c(S(=O)(=O)N3CCCCC3)c2)cc1
    2	-1
48. O=C(O/N=C\c1ccc(N2CCCCC2)c([N+](=O)[O-])c1)c1ccc(Cl)cc1Cl
    20	-3
49. CCCCn1nc(C(=O)NNC(=O)c2ccncc2)c2ccccc2c1=O
    8	4
50. C=CCN(CC=C)S(=O)(=O)c1ccc(NC(=S)NC(=O)c2ccco2)cc1
    -2	-4

Remaining list, next part
Values run as follows: H9c2 TAG inh	H9c2 TAG inh DAPI viability
51. CSCCC(NC(=O)c1ccc(Cl)cc1)C(=O)NC(C)(C)C (stereo not given)
    -16	2
52. CC(C)C(OC(=O)c1cccs1)C(=O)NCc1ccco1 (stereo not given)
    -6	18
53. CCCSc1nc2c(c(=O)n1CC)SC(C)C2 (stereo not given)
    -6	18
54. CCC1CCCCN1CCCNC(=O)CC1Oc2ccc(C)cc2NC1=O (stereo not given)
    19	-15
55. Cc1cccc(NC(=O)C2CCN(S(=O)(=O)c3ccc4ccccc4c3)CC2)n1
    -10	3
56. CCOC(=O)c1cccc(NC(=O)CSc2nnc(-c3ccoc3C)n2CC)c1
    16	14
57. CC(=O)Nc1nc2nc(-c3ccccc3)cc(-c3ccccc3)n2n1
    20	25
58. COc1c2ccoc2c(OC[C@@H](O)C(C)(C)O)c2oc(=O)ccc12
    -17	8
59. CCOCCOC(=O)c1ccc(NC(=O)c2cc3ccccc3o2)cc1
    -4	6
60. COc1ccc(C(=O)N2CCN=C2SC)cc1
    0	-2
61. O=C(CCNS(=O)(=O)c1c(Cl)cccc1Cl)N1CCCC1
    11	-3
62. OCCC1CN(Cc2cc3c(cc2Cl)OCO3)CCN1Cc1ccccc1 (stereo not given)
    -12	19
63. Nc1ccc2c3c(cccc13)-c1ccccc1-2
    -283	16
64. COc1ccc(/C=N/Nc2nc(N3CCCC3)nc(N3CCCC3)n2)cc1O
    8	-9
65. CC1(C2CC2)NC(=O)N(CC(=O)Nc2cc(S(=O)(=O)N3CCCCC3)ccc2Cl)C1=O (stereo not given)
    8	-4
66. Cc1cc(Cl)ccc1NC(=S)NCc1cccs1
    -20	12
67. CC1CCCCC12NC(=O)N(CC(=O)OCC(=O)c1ccc(OC(F)F)cc1OC(F)F)C2=O (stereo not given)
    -11	-11
68. Cc1ccc(C23CC4CC(CC(CC(=O)N5CCOCC5)(C4)C2)C3)cc1
    -11	9
69. Cc1csc(NC(C)c2nc3cc(C(F)(F)F)ccc3n2CCOCCO)n1 (stereo not given)
    -1	8
70. Cc1ccc2c(c1)C1CN(C)CCC1N2S(=O)(=O)c1cccc(C(F)(F)F)c1 (stereo not given)
    -26	10
71. CCN(Cc1nc2ccccc2c(=O)[nH]1)C(=O)C1CC(=O)N(c2cccc3ccccc23)C1 (stereo not given)
    15	-2
72. COc1ccc(CCNS(=O)(=O)CC23CCC(CC2=O)C3(C)C)cc1OC (stereo not given)
    7	-12
73. COc1ccc(CCNC(=O)COC(=O)Cc2ccccc2[N+](=O)[O-])cc1
    6	-3
74. CC(C)(C)OC(=O)NCc1ccc(NC(=O)c2nc[nH]c2C(=O)N[C@@H](Cc2ccccc2)C(=O)OCc2ccccc2)cc1
    14	-3
75. S=c1[nH]nc(-c2cccnc2)n1/N=C/C=C/c1ccco1
    -3	-2
76. COc1ccc(OC)c(NC(=O)/C=C/c2ccc(S(=O)(=O)N3CCOCC3)cc2)c1
    -2	-1
77. Cc1cccc(-n2nc([N+](=O)[O-])c(N3CCN(C(=O)c4ccco4)CC3)[n+]2[O-])c1
    -5	4
78. CC(=O)Nc1ccc(S(=O)(=O)N(C)CC(=O)Nc2nc3ccccc3[nH]2)cc1
    5	3
79. CC1CCN(C(=O)c2cc(-c3ccccc3O)on2)CC1
    -2	-5
80. Cc1ccc(Sc2ccc(/C=C3/C(=O)NN(c4ccccc4)C3=O)o2)cc1
    4	-6
81. CC(=O)c1ccc(N2CCC(C)CC2)c(F)c1
    6	-2
82. O=C(OC1CCOC1=O)C1CCN(S(=O)(=O)c2c(Cl)cccc2Cl)CC1 (stereo not given)
    18	-2
83. N#Cc1ccc(C23OCCN2CCn2nc4ccccc4c23)cc1 (stereo not given)
    0	5
84. CCOC(=O)C1CCN(C(=O)COC(=O)/C=C/c2ccc([N+](=O)[O-])cc2)CC1
    1	-1
85. C=CCN=C(NC#N)SCc1ccccc1
    -14	-13
86. COc1cc(OC)c(C(=O)N2CCCC2)cc1OC
    2	4
87. CCn1c(SCC(=O)N2CCN(c3ccccc3)CC2)nnc1-c1c[nH]c2ccccc12
    3	-10
88. CC(C)Oc1ccc(C2C(C(=O)c3ccco3)=C(O)C(=O)N2Cc2cccnc2)cc1 (stereo not given)
    6	4
89. COc1ccc(NC(=O)Nc2ccccn2)cc1OC
    8	-4
90. COc1ccc(OCC(O)CNS(=O)(=O)c2ccc(NC(C)=O)cc2)cc1 (stereo not given)
    -9	4
91. Cc1ccc(OCC(=O)N2CC3(C)CC2CC(C)(C)C3)cc1 (stereo not given)
    -3	-10
92. COc1ccc(N2CCN(C3CC(=O)N(Cc4ccc(N5CCCC5=O)cc4)C3=O)CC2)cc1 (stereo not given)
    -17	16
93. CCN(CC)S(=O)(=O)c1ccc(C(=O)N2CCN(C(=O)c3ccco3)CC2)cc1
    -1	-13
94. COCc1nnc(NC(=O)CS(=O)(=O)Cc2ccccc2)s1
    2	4
95. O/N=C/c1ccccc1Oc1ccccc1
    -1	-3
96. CN(C)S(=O)(=O)c1ccc(C(=O)Nc2cccc(S(=O)(=O)NC3=NCCC3)c2)cc1
    -3	3
97. O=C(CN1c2ccccc2Sc2ccccc21)NNC(=O)Nc1ccc(Cl)c(Cl)c1
    8	-4
98. COCCNC(=O)C1=NOC(Cn2cc(C#N)c(=O)n(C)c2=O)C1 (stereo not given)
    -7	-7
99. NC(=O)c1ccc(NC(=O)COC(=O)CCN2C(=O)c3ccccc3C2=O)cc1
    5	5
100. CCN(C(=O)COC(=O)c1cccc(C)c1[N+](=O)[O-])c1c(N)n(Cc2ccccc2)c(=O)[nH]c1=O
    -3	-7
101. COc1ccc(/C=N/N=C2/NC(=O)C(CC(=O)O)S2)cc1OS(=O)(=O)c1ccccc1 (stereo not given)
    -1	4
102. Cc1ccc2nc(/C(C#N)=C\c3ccc(N4CCOCC4)o3)[nH]c2c1
    -145	5
103. O=C(NCc1ccco1)c1ccc(Cl)c(S(=O)(=O)N2CCOCC2)c1
    25	-20

From entry 85 to 102, as listed above:
Values run as follows: H9c2 TAG inh	H9c2 TAG inh DAPI viability
85. C=CCN=C(NC#N)SCc1ccccc1
    -14	-13
86. COc1cc(OC)c(C(=O)N2CCCC2)cc1OC
    2	4
87. CCn1c(SCC(=O)N2CCN(c3ccccc3)CC2)nnc1-c1c[nH]c2ccccc12
    3	-10
88. CC(C)Oc1ccc(C2C(C(=O)c3ccco3)=C(O)C(=O)N2Cc2cccnc2)cc1 (stereo not given)
    6	4
89. COc1ccc(NC(=O)Nc2ccccn2)cc1OC
    8	-4
90. COc1ccc(OCC(O)CNS(=O)(=O)c2ccc(NC(C)=O)cc2)cc1 (stereo not given)
    -9	4
91. Cc1ccc(OCC(=O)N2CC3(C)CC2CC(C)(C)C3)cc1 (stereo not given)
    -3	-10
92. COc1ccc(N2CCN(C3CC(=O)N(Cc4ccc(N5CCCC5=O)cc4)C3=O)CC2)cc1 (stereo not given)
    -17	16
93. CCN(CC)S(=O)(=O)c1ccc(C(=O)N2CCN(C(=O)c3ccco3)CC2)cc1
    -1	-13
94. COCc1nnc(NC(=O)CS(=O)(=O)Cc2ccccc2)s1
    2	4
95. O/N=C/c1ccccc1Oc1ccccc1
    -1	-3
96. CN(C)S(=O)(=O)c1ccc(C(=O)Nc2cccc(S(=O)(=O)NC3=NCCC3)c2)cc1
    -3	3
97. O=C(CN1c2ccccc2Sc2ccccc21)NNC(=O)Nc1ccc(Cl)c(Cl)c1
    8	-4
98. COCCNC(=O)C1=NOC(Cn2cc(C#N)c(=O)n(C)c2=O)C1 (stereo not given)
    -7	-7
99. NC(=O)c1ccc(NC(=O)COC(=O)CCN2C(=O)c3ccccc3C2=O)cc1
    5	5
100. CCN(C(=O)COC(=O)c1cccc(C)c1[N+](=O)[O-])c1c(N)n(Cc2ccccc2)c(=O)[nH]c1=O
    -3	-7
101. COc1ccc(/C=N/N=C2/NC(=O)C(CC(=O)O)S2)cc1OS(=O)(=O)c1ccccc1 (stereo not given)
    -1	4
102. Cc1ccc2nc(/C(C#N)=C\c3ccc(N4CCOCC4)o3)[nH]c2c1
    -145	5
